# Bioassay records from PubChem.
# RAM network inh: inhibitors of the yeast RAM network, primary screen, dse1pr::URA3 reporter, 5-FOA selection | S. cerevisiae dse1pr::URA3 reporter, 5-FOA growth OD615, 2 d; analog-sensitive cbk1-as2 kinase mutant strain | inhibition, % at 50 µM | 190,000 compounds, 1.8% hits;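 active = inhibition above a set limit, 3 SD over mean compound inhibition, cut at about 8.4% in these data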;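 also: 0% = DMSO-only wells with no growth and 100% = 10 µM 1-NA-PP1 full growth; inhibition rescues growth on 5-FOA so higher OD means more RAM inhibition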
# PPARg SRC-3 ag: PPARgamma agonists recruiting SRC-3 coactivator, primary screen, biochemical | biochemical PPARgamma/SRC-3 coactivator recruitment assay | activation, % at 8 µM | 200,000 compounds, 0.26% hits; in the data active = activation above about 23%;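 also: 0% = DMSO and 100% = reference agonist; some compounds past the cut are filed as inactive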
# S1P3 antagonist: S1P3 receptor antagonists, primary screen, cell-based. Sphingosine 1-phosphate receptor 3 (Homo sapiens), Q99500. 170,000 compounds, 0.27% hits. inhibition, % at 4.98 µM. CHO S1P3 NFAT-BLA reporter, FRET fluorescence, antagonist mode. AID 485, 2006;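 active = inhibition above the plate cutoff, the mean inhibition of test wells on that plate plus 3 SD, cut at about 28% in these data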;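 also: cells challenged with S1P at its EC80 of 0.8 µM; blue over green emission ratio from cleaved BLA substrate after 4 h stimulation; 0% = S1P-stimulated wells and 100% = unstimulated DMSO-only wells; some compounds past the cut are filed as inactive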
# Target sequence (Q99500 whole entry, looked up): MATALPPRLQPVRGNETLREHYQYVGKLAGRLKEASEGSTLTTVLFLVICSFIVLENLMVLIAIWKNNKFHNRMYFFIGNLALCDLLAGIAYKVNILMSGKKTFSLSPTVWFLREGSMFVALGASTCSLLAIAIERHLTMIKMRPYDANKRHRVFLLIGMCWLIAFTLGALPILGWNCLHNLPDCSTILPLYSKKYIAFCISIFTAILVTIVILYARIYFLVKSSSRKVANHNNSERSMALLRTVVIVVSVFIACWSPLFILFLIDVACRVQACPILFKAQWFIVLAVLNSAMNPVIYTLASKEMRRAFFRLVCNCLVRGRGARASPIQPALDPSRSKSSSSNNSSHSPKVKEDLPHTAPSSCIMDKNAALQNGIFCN
# PPARg SRC1 recr: PPARgamma agonists recruiting SRC-1 coactivator, primary screen, biochemical. Peroxisome proliferator-activated receptor gamma (Homo sapiens), P37231. PPARgamma-SRC-1 coactivator recruitment biochemical assay. activation, % at 8 µM. 200,000 compounds, 0.41% hits; in the data active = activation above about 19%;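 also: 0% = DMSO and 100% = reference agonist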
# ROMK primary: ROMK potassium channel modulators, primary screen, cell-based, thallium flux, MLSMR library; Tet-inducible ROMK, thallium flux fluorescence; actives lie on both sides; B-score at 10 µM; 130,000 compounds, 2% hits;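 active = signal ratio slope over the read window, or its plate-corrected B-score, at least 3 SD from the plate mean, either direction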;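 also: B-score of the F/F0 ratio slope over 7 to 12 s after thallium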
# Target sequence (P48048 whole entry, looked up): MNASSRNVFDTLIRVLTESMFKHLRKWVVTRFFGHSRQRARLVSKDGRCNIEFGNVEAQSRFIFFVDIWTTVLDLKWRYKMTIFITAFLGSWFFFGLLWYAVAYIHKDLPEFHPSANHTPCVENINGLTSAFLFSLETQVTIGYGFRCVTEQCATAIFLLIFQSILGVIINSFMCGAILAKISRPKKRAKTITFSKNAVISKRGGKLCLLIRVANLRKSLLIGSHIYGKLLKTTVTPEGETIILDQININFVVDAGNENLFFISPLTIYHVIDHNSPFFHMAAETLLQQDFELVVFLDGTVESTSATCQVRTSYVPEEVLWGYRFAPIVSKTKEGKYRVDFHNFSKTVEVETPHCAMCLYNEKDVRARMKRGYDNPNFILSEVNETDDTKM
# Efa HMGR inh: inhibitors of E. faecalis class II HMGR, primary screen, biochemical, Enterococcus faecalis; purified E. faecalis HMGR, NADPH absorbance 340 nm kinetic; inhibition, % at 10 µM; 190,000 compounds, 0.41% hits; HMG-CoA reductase (Enterococcus faecalis, mvaE);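 active = inhibition above a set limit, the median over all tested compounds plus 3 SD, cut at about 9.5% in these data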;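 also: enzyme runs in reverse so mevalonate oxidation gives rising NADPH absorbance; 0% = complete reaction with DMSO and 100% = background rate lacking mevalonate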
# SRC2 TRFRET art: TR-FRET signal artefacts, primary screen, artefact control for PPARgamma SRC-2 agonist project, biochemical; TR-FRET artefact counter-screen; hits give high values; TR-FRET ratio at 8 µM; 200,000 compounds, 0.4% hits; in the data active = TR-FRET ratio above about 2000; also: inactives centre near 1500
# bIAP inhibitor: bovine intestinal alkaline phosphatase inhibitors, primary screen, selectivity assay for TNAP inhibitor project, biochemical, bovine IAP, CDP-star luminescence. inhibition, % at 20 µM. purified bovine IAP, 30 min. 190,000 tested, under 10 active. AID 1019, 2008. alkaline phosphatase, intestinal [Bos taurus];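 active = over 50% inhibition of intestinal alkaline phosphatase at 20 µM in the single-dose screen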
#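 System: purified bovine intestinal alkaline phosphatase (IAP) enzyme; Input: IAP diluted 1/65,000,000 in the well; Measured by: CDP-star luminescence signal; Compound dosing: 20 µM single dose; Incubation: 30 min reaction at room temperature.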
# Redox H2O2 prof: compounds producing H2O2 with reducing agent – biochemical, NIH compound library profiling, artefact control for MLSCN library redox annotation, primary screen | AID 878, 2007 | DTT-dependent redox cycling H2O2, phenol red/HRP absorbance; 100% = 100 µM peroxide control, 0% = buffer | 200,000 compounds, 0.03% hits | activation, % at 10 µM;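 active = activation of at least 50% relative to the plate's high and low controls in the primary single-dose screen; inactive = activation below 50%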;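 also: compound incubated with DTT at 0.8 mM final as the reducing agent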
# PPARg SRC2 recr: agonists of PPARg-SRC-2 recruitment, primary screen, biochemical, HTS | Peroxisome proliferator-activated receptor gamma (Homo sapiens), P37231 | PPARgamma LBD-SRC-2 recruitment | activation, % at 8 µM | 200,000 compounds, 0.34% hits | AID 1032, 2008; in the data active = activation above about 22%;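 also: 0% = vehicle and 100% = reference agonist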
# Lmaj promast: Leishmania major promastigote growth inhibition, primary screen. inhibition, % at 10 µM. Leishmania major promastigotes, resazurin fluorescence viability. 200,000 compounds, 9% hits. AID 1063, 2008; in the data active = inhibition above about 50%;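 also: promastigotes grown with compound for 44 hours at 28 °C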
# * hit, by the source's call; nt = not tested or not shown.
SMILES,RAM network inh,PPARg SRC-3 ag,S1P3 antagonist,PPARg SRC1 recr,ROMK primary,Efa HMGR inh,SRC2 TRFRET art,bIAP inhibitor,Redox H2O2 prof,PPARg SRC2 recr,Lmaj promast
O=C1NC2(CCCCC2)NN1c1ccccc1,1.9,7,nt,-5,-0.35,-2,1586,10,-0.4,4,48
O=C1[C@@H]2[C@H](C(=O)N1O)[C@H]1C=C[C@@H]2C1,1.1,4,nt,-4,0.12,-1,1411,7,0.0,2,-8
Cc1ccc(C(=O)N2CCSC2=S)cc1,-0.6,2,2,-2,-0.058,1,1638,5,-0.7,-4,-8
CCOC(=O)C1=C(c2ccccc2)N=C2SCC(=O)N2C1c1ccc(OC)c(OC)c1 (stereo not drawn),1.6,6,nt,2,nt,-6,1344,-1,0.8,0,0
Cc1cc(C)nc(NC(=O)CSc2nc3ccccc3s2)n1,1.1,0,nt,2,0.59,-1,1530,4,0.0,4,2
CC(=O)C1=C(O)C(=O)N(Cc2ccccc2)C1c1cccs1 (stereo not drawn),2.6,8,nt,10,-0.9,0,1820,3,-1.8,8,-5
Cc1cccc(C)c1NC(=O)N1CCC(N2CCCCC2)CC1,0.5,1,3,0,nt,1,1597,-3,0.8,6,0
O=C(O)c1cn(-c2ccccc2)nc1C(=O)O,1.0,1,nt,-1,0.55,4,1636,15,-0.5,8,-3
CC(C)NC(=O)NC(=O)COC(=O)c1ccc(S(=O)(=O)Nc2ccccc2)cc1,4.2,-1,-8,4,-0.014,2,1591,-6,-0.2,-4,1
O=c1c2[nH]c3ccccc3c2ncn1C1CCCCC1,5.2,-15,-14,-4,nt,2,1553,11,1.5,0,36
COc1ccccc1CN1CC(C(=O)NCc2cccnc2)CC1=O (stereo not drawn),-0.8,0,-3,2,nt,-4,1677,8,0.7,7,-5
O=C(c1ccccc1)c1cc2ccccc2o1,0.7,-8,12,-6,nt,-6,1473,16,2.3,2,-7
Cc1ccsc1/C=N\NC(=O)c1cc(C(C)(C)C)[nH]n1,-0.2,0,3,0,0.34,1,1610,-18,-0.1,2,3
Cc1ccc(S(=O)(=O)N[C@H](C(=O)N2CCC(C(=O)N3CCC[C@H]3C(=O)O)CC2)C(C)C)cc1,0.7,-5,-75,-3,nt,0,1360,-11,2.0,0,-6
COc1ccccc1NC(=O)C(C)N1CCN(C/C=C/c2ccccc2)CC1 (stereo not drawn),0.4,-11,-5,-9,nt,-5,1405,-10,2.7,1,84*
CC(C)(C)S(=O)(=O)c1ccccc1C(=O)O,0.5,-7,19,6,-0.0097,-3,1545,-1,0.0,1,-8
CCNC(=S)NNC(=O)c1cc(-c2cccc(C)c2)nc2ccccc12,0.8,3,nt,-6,nt,6,1585,-44,-3.6,-6,95*
CCN=c1scc(C)n1/N=C/c1ccc(O)c(O)c1O,-0.8,1,nt,1,nt,8,1615,23,3.4,10,-9
Cc1cc(C)n(CC2CC(=O)N(c3ccc(C)c(Cl)c3)C2=O)n1 (stereo not drawn),0.6,-4,2,3,-1.1,-1,1565,3,0.8,-2,-4
Cc1ccc(S(=O)(=O)N2CCOCC2)cc1C(=O)OCC(=O)Nc1ccc2c(c1)OCO2,-0.3,12,nt,-2,-2.2,-2,1601,4,-1.7,4,9
CSc1ccccc1NC(=O)CSc1n[nH]c(N)n1,0.3,7,12,2,-0.34,-7,1579,-5,-0.1,6,-1
O=C(NCc1ccc(F)cc1)C1CCC(=O)N1CCc1ccccc1 (stereo not drawn),2.0,8,-17,1,nt,-2,1510,6,-1.6,2,-4
Cc1nc(NCC2CCCO2)c2oc3ccccc3c2n1 (stereo not drawn),1.8,-7,nt,1,0.13,-6,1507,-1,0.8,3,3
Cc1cccc(OCCCCCn2ccnc2)c1,1.1,2,14,10,nt,-7,1673,14,2.4,14,100*
COCCn1c(-c2ccc(Cl)cc2Cl)nc2c(c(=O)c3ccccc3n2C)c1=O,2.8,2,-4,-4,-0.0092,-1,1529,-1,-0.1,4,44
# Further structures:
SMILES,RAM network inh,PPARg SRC-3 ag,S1P3 antagonist,PPARg SRC1 recr,ROMK primary,Efa HMGR inh,SRC2 TRFRET art,bIAP inhibitor,Redox H2O2 prof,PPARg SRC2 recr,Lmaj promast
CCOC(=O)C1C(=O)NC(SC)=C(C#N)C1c1ccccc1F (stereo not drawn),1.2,1,nt,10,nt,-1,1568,14,-0.7,5,8
CCOc1ccc2nc(NC(=O)CSC3=NCCS3)sc2c1,1.5,12,38,8,-0.054,-1,1612,5,0.8,2,37
CSc1ccccc1NC(=O)CN(C)Cc1cccc(Cl)c1,1.6,1,-11,6,-0.17,2,1625,8,-0.1,2,-2
CCOc1ccccc1NC(=O)c1ccoc1C,1.4,4,nt,2,nt,0,1544,20,-2.5,5,0
Nc1nccc(-c2ccc(-n3cccc3)cc2)n1,2.2,7,7,6,-0.016,-3,1627,-7,0.0,11,1
CCCN(CCC)C(=O)c1ccc2c(=O)n(Cc3ccco3)c(=S)[nH]c2c1,25*,4,3,-1,0.21,1,1465,-26,0.9,10,20
CCOc1ccc(OCC)c(NC(=O)C2COc3ccccc3O2)c1 (stereo not drawn),6.0,2,nt,-2,0.63,-9,1569,3,-0.4,-1,-1
CN(C)/C=C1\C=C(c2ccccc2)OC1=O,0.6,12,1,10,0.2,-8,1629,-2,0.3,10,2
COc1ccc2c(c1)CCCC21NC(=O)N(CC(=O)NC(=O)NCc2ccccc2)C1=O (stereo not drawn),0.5,-2,4,6,-0.66,0,1602,4,-0.1,-3,0
Cc1nc2ccccc2c2oc(C(=O)N3CCN(C4CCCCC4)CC3)cc12,1.7,8,8,12,nt,-8,1627,8,-0.7,0,7
Cc1ccc(OCC(O)CN2CCN(c3ccccn3)CC2)c(C)c1 (stereo not drawn),-0.7,0,-7,-6,nt,0,1458,-10,-0.4,-1,-4
COc1cccc2cc(C(C)N(CCCN3CCOCC3)C(=O)Nc3ccccc3)oc12 (stereo not drawn),0.6,-6,-3,-3,nt,0,1410,-2,-0.1,0,82*
CCc1noc(C)c1C(=O)N1CCCC(C(=O)c2cc(F)ccc2OC)C1 (stereo not drawn),-0.1,5,-8,14,nt,1,1486,4,-0.9,1,-3
Cc1cc(N2C(=O)C(=O)/C(=C(/O)c3ccc(Cl)cc3)C2c2cccc(Br)c2)no1 (stereo not drawn),5.2,24,-23,21*,nt,-5,1980*,8,2.5,17,2
CNc1nc(SC)nc2ccsc12,0.1,2,nt,-3,nt,1,1462,3,1.5,0,3
Cc1nn(-c2ccccc2)c(C)c1/C=C/C(=O)OCC(=O)Nc1ncc(C(F)(F)F)cc1Cl,1.3,2,-1,-2,nt,3,1572,36,0.3,-3,-7
CSCCC(NC(=O)OC(C)(C)C)C(=O)NC(C(=O)NC(CC(C)C)C(N)=O)C(C)C (stereo not drawn),-0.5,9,nt,4,0.59,-1,1363,3,0.1,-6,5
COc1ccc(/C(C)=N\Nc2nc(-c3ccccc3)cc(=O)[nH]2)cc1,3.4,3,12,1,-0.18,-1,1655,42,-0.1,1,-4
COCCNC(=O)CNC(=S)N(Cc1ccccc1)Cc1cccnc1,3.7,2,-10,4,1.3,4,1754,1,-0.7,-2,11

# Some of these compounds in order of their number in S1P3 antagonist, lowest first:
SMILES | RAM network inh | PPARg SRC-3 ag | S1P3 antagonist | ROMK primary | Efa HMGR inh | bIAP inhibitor | Redox H2O2 prof
Cc1ccc(OCC(O)CN2CCN(c3ccccn3)CC2)c(C)c1 (stereo not drawn) | -0.7 | 0 | -7 | nt | 0 | -10 | -0.4
CN(C)/C=C1\C=C(c2ccccc2)OC1=O | 0.6 | 12 | 1 | 0.2 | -8 | -2 | 0.3
COc1ccc(/C(C)=N\Nc2nc(-c3ccccc3)cc(=O)[nH]2)cc1 | 3.4 | 3 | 12 | -0.18 | -1 | 42 | -0.1

# Arranged by formula weight (rising): some entries from above
SMILES,RAM network inh,PPARg SRC-3 ag,S1P3 antagonist,PPARg SRC1 recr,ROMK primary,Efa HMGR inh,SRC2 TRFRET art,bIAP inhibitor,Redox H2O2 prof,PPARg SRC2 recr,Lmaj promast
CN(C)/C=C1\C=C(c2ccccc2)OC1=O,0.6,12,1,10,0.2,-8,1629,-2,0.3,10,2
Nc1nccc(-c2ccc(-n3cccc3)cc2)n1,2.2,7,7,6,-0.016,-3,1627,-7,0.0,11,1
CCOc1ccccc1NC(=O)c1ccoc1C,1.4,4,nt,2,nt,0,1544,20,-2.5,5,0
COc1ccc(/C(C)=N\Nc2nc(-c3ccccc3)cc(=O)[nH]2)cc1,3.4,3,12,1,-0.18,-1,1655,42,-0.1,1,-4
CSc1ccccc1NC(=O)CN(C)Cc1cccc(Cl)c1,1.6,1,-11,6,-0.17,2,1625,8,-0.1,2,-2
CCOc1ccc(OCC)c(NC(=O)C2COc3ccccc3O2)c1 (stereo not drawn),6.0,2,nt,-2,0.63,-9,1569,3,-0.4,-1,-1
CCOc1ccc2nc(NC(=O)CSC3=NCCS3)sc2c1,1.5,12,38,8,-0.054,-1,1612,5,0.8,2,37
Cc1nc2ccccc2c2oc(C(=O)N3CCN(C4CCCCC4)CC3)cc12,1.7,8,8,12,nt,-8,1627,8,-0.7,0,7
CCCN(CCC)C(=O)c1ccc2c(=O)n(Cc3ccco3)c(=S)[nH]c2c1,25*,4,3,-1,0.21,1,1465,-26,0.9,10,20
COc1ccc2c(c1)CCCC21NC(=O)N(CC(=O)NC(=O)NCc2ccccc2)C1=O (stereo not drawn),0.5,-2,4,6,-0.66,0,1602,4,-0.1,-3,0
CSCCC(NC(=O)OC(C)(C)C)C(=O)NC(C(=O)NC(CC(C)C)C(N)=O)C(C)C (stereo not drawn),-0.5,9,nt,4,0.59,-1,1363,3,0.1,-6,5
Cc1nn(-c2ccccc2)c(C)c1/C=C/C(=O)OCC(=O)Nc1ncc(C(F)(F)F)cc1Cl,1.3,2,-1,-2,nt,3,1572,36,0.3,-3,-7
